S1P2 blocker – blocks the human S1P2 receptor; O95136; 97,000 tested, 0.21% active; inhibition, % at 5 µM; cell-based S1P2 antagonist assay, inhibition at 5 uM; in the data active means inhibition above about 45%;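 further: CRE beta-lactamase reporter cells expressing human S1P2 stimulated with S1P; 0% = agonist at EC80 alone and 100% = agonist plus reference antagonist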
FAK inh – FAK (human) kinase inhibition | Q05397 | 97,000 tested, 0.84% active | AID 727 | biochemical FAK kinase activity assay | inhibition, %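 (tested at 7 µM)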; in the data active means inhibition above about 19%;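 further: 0% = DMSO and 100% = reference compound high control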
EphB4 antag – EphB4-ephrin-B2 interaction antagonism; AID 720; P54760; EphB4 LBD / TNYL-RAW-Alexa532 peptide, fluorescence polarization; 97,000 tested, 0.15% active; inhibition, % at 7 µM;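 active means inhibition above the screen-wide mean inhibition plus 3 SD, cut at about 15% in these data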;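 further: 0% = DMSO wells and 100% = excess unlabeled TNYL-RAW peptide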
HIV Rev-RRE inh – inhibitors of HIV-1 Rev-RRE RNA interaction. P05866. Rev peptide-RRE RNA binding, FRET. inhibition, % at 8 µM. 97,000 tested, 0.79% active. AID 704;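 active means inhibition above the screen-wide mean plus 3 SD, cut at about 35% in these data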;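 further: 0% = median DMSO wells and 100% = median Neomycin B control wells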
Target sequence (P05866 whole entry, looked up): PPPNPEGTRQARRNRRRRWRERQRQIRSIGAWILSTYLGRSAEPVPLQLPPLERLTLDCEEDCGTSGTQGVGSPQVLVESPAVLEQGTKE
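Test system: Cy5-tagged RRE RNA duplex with fluorescein-tagged Rev peptide | Read-out: % inhibition of FRET ratio versus controls | Probe or stimulus: Labelled Rev peptide | Incubation: 5 min RNA-compound premix plus 15 min binding step, 25 °C | Technique: FRET fluorescence readout | Benchmarks: DMSO low control, neomycin B high control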
S1P2 ag – S1P2 (human) receptor agonism; O95136; S1P2-expressing cell line, agonist reporter read-out; activation, % at 4.5 µM; 97,000 tested, 0.46% active; AID 729; in the data active means activation above about 16%;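 further: 0% = vehicle low control and 100% = maximal reference agonist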
PLAP act – activates human placental alkaline phosphatase; purified PLAP enzyme, luminescent substrate read-out; stronger effect = higher value; P05187; activation fold at 20 µM; 96,000 tested, 1.2% active; in the data active means activation fold above about 2
Plk1 PBD FP – inhibitors of human Plk1 polo box domain binding; P53350; Plk1 PBD phosphopeptide binding, fluorescence polarization; inhibition, %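 (tested at about 20 µM)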; 97,000 tested, 0.13% active; AID 693; in the data active means inhibition above about 34%, passing the limit was not always enough
Target sequence (P53350 whole entry, looked up, the tested form may be a part): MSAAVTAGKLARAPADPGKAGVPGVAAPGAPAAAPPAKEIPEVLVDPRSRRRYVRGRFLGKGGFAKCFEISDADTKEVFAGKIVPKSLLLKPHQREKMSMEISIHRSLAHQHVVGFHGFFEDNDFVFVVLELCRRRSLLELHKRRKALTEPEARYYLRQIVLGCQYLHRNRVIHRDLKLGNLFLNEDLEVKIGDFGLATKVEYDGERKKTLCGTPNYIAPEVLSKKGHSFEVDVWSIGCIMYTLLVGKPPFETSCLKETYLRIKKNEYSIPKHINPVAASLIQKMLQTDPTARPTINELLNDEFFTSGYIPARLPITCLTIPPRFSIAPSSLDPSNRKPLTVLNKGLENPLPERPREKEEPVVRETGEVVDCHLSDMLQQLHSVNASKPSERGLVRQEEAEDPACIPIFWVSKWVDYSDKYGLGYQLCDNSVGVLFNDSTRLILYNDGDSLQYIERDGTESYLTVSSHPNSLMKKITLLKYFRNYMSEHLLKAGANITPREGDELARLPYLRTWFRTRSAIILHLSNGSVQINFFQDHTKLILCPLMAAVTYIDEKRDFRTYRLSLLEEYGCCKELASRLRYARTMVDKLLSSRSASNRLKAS
MT1-MMP txn act – MT1-MMP promoter transcription activation. HT1080 MT1-MMP promoter luciferase reporter, luminescence, overnight; stronger effect = higher value. activation factor at 10 µM. 86,000 tested, 0.16% active;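 active means activation factor of at least 2 for MT1-MMP transcription at 10 µM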
PLK1 kinase inh – PLK1 (human) kinase inhibition. 97,000 tested, 0.53% active. recombinant PLK1 kinase, TR-FRET peptide phosphorylation. AID 619. P53350. inhibition, % at 10 µM;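 active means inhibition of 50% or more in the single-concentration screen; inactive means inhibition below 50%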;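 further: 0% = DMSO max control and 100% = H-89 dihydrochloride min control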
Active calls of the source: *; · = not tested or not shown.

SMILES	S1P2 blocker	FAK inh	EphB4 antag	HIV Rev-RRE inh	S1P2 ag	PLAP act	Plk1 PBD FP	MT1-MMP txn act	PLK1 kinase inh
CC(C)CCNC(=O)CN(CCN1CCOCC1)C(=O)Cn1nnc(-c2ccc(F)cc2)n1	-14	0	-11	2	-6	1.3	-25	1.1	-8
O=C(Nc1cccnc1Cl)c1cccnc1Cl	9	-2	4	3	-2	1.3	19	1.2	-14
CCCc1nc(SCc2cccnc2)c2c(=O)n(C)c(=O)n(C)c2n1	-34	-2	0	5	0	1.4	1	1.1	2
CC(NC(=O)c1ccc(Br)s1)C1CCCO1 (stereo unspecified)	5	-2	8	11	-4	1.1	2	1.2	-1
Cc1ccc(-c2cc(C(F)F)n3ncc(C(=O)N4CCCc5ccccc54)c3n2)cc1	-18	-2	8	1	-4	·	-19	1.1	-8
CCOCCCNC(=O)C1CCCCN1S(=O)(=O)c1ccc(F)cc1 (stereo unspecified)	18	-1	-1	1	0	1	-26	1.1	2
c1cnc2c(SCc3ccc(-c4nnco4)cc3)cccc2c1	-2	6	-1	3	-6	1	-2	1.5	-10
CC(=O)CC(=O)Nc1ccn(-c2ccccc2)n1	-14	0	-1	2	0	1.6	-6	1.1	-13
COc1ccc(S(=O)(=O)N2CCC(NC(=O)OCc3c(Cl)cccc3Cl)CC2)cc1	22	6	3	15	-8	0.9	-16	·	-4
CC(NC(=O)c1noc2c1CCCC2)c1ccccc1 (stereo unspecified)	-2	1	3	4	-2	1.1	12	1.1	-5
CCn1cc(/C=N/NC(=O)c2ccc(C#N)cc2F)c2ccccc21	16	-2	1	10	-3	1.1	-5	·	-10
CCOC(=O)c1cc(CNC(=O)c2c(C)oc3c2CCCC3)c(C)o1	8	-1	-2	-1	-1	1.3	2	1.3	-5
CC1CN(Cc2nc3c(c(=O)n(C)c(=O)n3C)n2CC(=O)c2ccccc2)CC(C)O1 (stereo unspecified)	-14	5	3	2	-4	·	-15	1	-8
Cc1ccc(NC(=O)C2CC=CCC2C(=O)N2CCCCC2)cc1 (stereo unspecified)	-11	-11	-8	-3	-12	1	43*	1.1	3
O=C(Cn1cnc2ccccc2c1=O)N1CCN(c2ccccc2)CC1	-19	2	1	2	-2	·	9	1.2	-9
CCc1ccc(NC(=O)C(C)Nc2ccc(S(=O)(=O)NC(C)=O)cc2)cc1 (stereo unspecified)	19	-5	3	11	-11	0.9	-1	1.4	-1
O=C(Nc1nccs1)c1c(O)c2cccc3c2n(c1=O)CCC3	8	0	-5	6	-13	1.2	-13	1.3	-8
COC(=O)c1ccc(-c2nc(O)c3cnccn23)cc1	0	0	1	4	-3	0.8	2	1.2	-9
COc1ccccc1NC(=O)c1nn(-c2ccc(F)c(F)c2)ccc1=O	15	6	0	11	-4	1.1	-9	·	-2
O=C(CN(Cc1ccc2c(c1)OCO2)C(=O)CSc1nc2ccccc2o1)NC1CCCCC1	-2	3	15	6	-2	1.1	8	1.2	-7
COCCCn1c(Cc2csc(Nc3ccc(F)cc3)n2)nnc1SCC(N)=O	15	-1	4	5	-5	0.9	-10	·	-1
CCOC(=O)N1CCN(C(=O)C2CC(c3cc(OC)ccc3OC)=NO2)CC1 (stereo unspecified)	0	1	3	4	-9	1.3	-11	1	-10
COc1ccccc1CNC(=O)C(CC(C)C)NC(=O)C1CCC(C)CC1 (stereo unspecified)	-13	-2	6	10	-7	1	30	1.1	3
O=C(c1ccc(COc2ccccc2Cl)o1)N1CCCC1	-47	1	-3	8	-3	1.1	-12	·	-6
CCc1cc2cc(C)cc(C)c2nc1SCC(=O)N1CCCC1	-10	2	2	8	-6	·	-22	1.1	-12
C=CC(O)Cc1c(C)n[nH]c1C (stereo unspecified)	2	-1	-8	2	-8	0.8	28	·	1
CCN1C(=O)C2(C(C#N)=C(N)Oc3cc(C)oc(=O)c32)c2ccccc21 (stereo unspecified)	-35	1	-2	6	-2	1	-6	·	-6
Cc1ccc(-n2c(Cc3cccn3C)nnc2SCC(=O)NCc2ccco2)cc1	3	-2	8	2	-4	1.4	-17	1.1	1
O=C(CCC(=O)OCC(=O)c1cccc([N+](=O)[O-])c1)Nc1cccc(Cl)c1Cl	1	1	1	8	-6	0.9	2	·	-10
CC1(C)CC(=O)CC(C)(C)N1OC(=O)c1ccncc1	4	2	3	11	-5	1	-4	1.1	-9
O=C(Cc1ccccc1)N/N=C/c1ccccc1Cl	9	1	-2	2	-3	1	2	·	-4
COC(=O)c1ccc(Oc2nc(N(C)C)nc(N3CCOCC3)n2)cc1	-4	1	6	4	-6	1.1	27	1.1	-11
N#Cc1ccccc1OCC(=O)OCC(=O)c1ccc2c(c1)NC(=O)CO2	19	3	1	3	-8	0.9	11	1	-2
CCN(CC)C(=S)SCC(=O)c1ccccc1	19	0	-3	1	-3	0.9	-18	·	-5
O=C(O)C1C2C=CC(CC2)C1C(=O)O (stereo unspecified)	-26	1	-1	2	-6	0.8	-29	1.1	-11
CCOC(=O)c1ccc(COC(=O)c2ccc3c(c2)-c2ccccc2C3=O)cc1	8	0	0	10	-7	0.9	-2	·	-12
CCCCCCn1c(N2CCC(C(N)=O)CC2)nc2c1c(=O)n(C)c(=O)n2C	-3	-4	-5	0	0	1.3	13	1.1	0
Cc1nn(S(=O)(=O)c2ccccc2)c(C)c1Sc1ccc([N+](=O)[O-])cc1	0	5	6	8	-8	1	-25	·	-9
COc1ccc(N2C(=O)CC(Sc3ncccc3C(=O)O)C2=O)cc1 (stereo unspecified)	-15	-2	-2	4	0	1	18	1.1	3
CCOC(=O)c1cccc(NC(=O)CCNS(=O)(=O)c2ccc3c(c2)CCN3C(=O)CC)c1	-11	0	-9	-1	-9	1	11	1.2	-5
C=CCS/C(=N\n1cnc2ccccc2c1=O)N(CC)CC	-16	0	-1	5	-4	1	3	1.2	-9
COC(=O)CCC/C=C1/SCC(NC(=O)c2ccccc2)C1=O (stereo unspecified)	-8	-1	0	4	-5	1.8	-34	1.3	-8
CC(C)(C)/C(O)=C(/C#N)c1nc2ccccc2[nH]1	-18	-1	-5	5	-2	1.4	-10	·	-25
CCC(CO)n1c(SCc2cc(=O)oc3cc(C)ccc23)nc2ccccc2c1=O (stereo unspecified)	-3	5	-3	12	-2	2.7*	-3	1.1	-5
CCOc1ccc(-n2cc(C(=O)Nc3cccc(Cl)c3)c3cc(OC)c(OC)cc3c2=O)cc1	3	0	-1	-4	-5	1.8	-1	0.9	-37
CCN(CC)CCOC(=O)c1ccc(NC(=O)COc2cc(=O)n(CC)c3ccccc23)cc1	8	3	4	8	4	1.4	5	1.1	-14
CCC(C)(C(=O)NC1CCCC1)N(CC1CCCO1)C(=O)c1ccc2c(c1)OCO2 (stereo unspecified)	15	-1	4	1	-3	1.2	-16	1	3
COCCCn1c(SCC(=O)N2CCCCC2C)nnc1-c1ccco1 (stereo unspecified)	7	-4	-1	2	-3	1.2	13	1	-15
CCOC(=O)C(N)CSC1CC(=O)N(c2ccc(C(=O)OC)cc2)C1=O (stereo unspecified)	4	-1	-5	1	-4	1	2	1.1	-6
COC(=O)CSC1=C(C#N)C(c2ccc(Cl)cc2)C(C(=O)OC)C(=O)N1 (stereo unspecified)	3	-2	-13	-1	-3	1	21	1.2	2
COC(=O)c1cc(OC)c(OC)cc1NC(=O)CCc1ccc(C)o1	-19	-1	-4	-6	-4	1.4	-18	1.2	-11
O=C(CCN1CCN(C(=O)c2ccco2)CC1)Nc1ccc(F)cc1	23	2	-1	0	-4	1.1	19	1.5	-5
Cc1nnc(NC(=O)C2CCCN(S(=O)(=O)Cc3ccccc3)C2)s1 (stereo unspecified)	-6	3	-6	1	1	1	-21	0.9	-6
Cc1nc2oc3c(NCc4ccccc4)ncnc3c2c2c1COC(C)(C)C2	-13	4	-2	11	1	1.4	-7	1	-6
COC(=O)c1ccccc1NC(=O)CSc1ccccn1	6	1	-4	6	-4	0.8	-10	1.1	-10
O=C(CCN1C(=O)c2ccccc2C1=O)Nc1ccc(-c2nc3ccccc3o2)cc1	16	1	10	3	-4	1	-5	0.8	5
Cc1csc(NC(=O)c2c(-c3c(Cl)cccc3Cl)noc2C)n1	-7	0	-2	8	-3	1.3	20	0.8	2
COc1ccc(CCNC(=O)C2CCCN(Cc3nc(-c4ccccc4C)oc3C)C2)cc1OC (stereo unspecified)	-1	-2	-4	3	14	1.4	26	1	15
Cc1ccc(N2CC(C(=O)Nc3ccccn3)CC2=O)cc1 (stereo unspecified)	13	1	6	6	-3	0.9	-14	1.2	-7
Cc1ccccc1-n1c(SCC(=O)c2cc(C)n(C)c2C)nnc1-c1cccnc1	-31	-2	-3	-6	-2	1.5	20	1.2	-14

Continuation.
SMILES	S1P2 blocker	FAK inh	EphB4 antag	HIV Rev-RRE inh	S1P2 ag	PLAP act	Plk1 PBD FP	MT1-MMP txn act	PLK1 kinase inh
Cc1ccc(-c2nnc(Nc3ccccc3)c3ccccc23)cc1S(=O)(=O)NCC1CCCO1 (stereo unspecified)	-16	4	-2	7	-3	1.1	9	·	-9
CC(C(=O)N1CCC(C(N)=O)CC1)N(c1ccc(Oc2ccccc2)cc1)S(C)(=O)=O (stereo unspecified)	-24	1	-3	3	-3	1.6	-14	1	-9
COc1ccc(C2(CNC(=O)CCC(=O)O)CCCC2)cc1	-7	-2	0	4	-5	1.2	6	1	-4
CCOC(=O)c1nn(-c2sc(C(=O)OC)c(C)c2C(=O)OC)cc1O	-2	-1	2	-6	-2	1.2	3	1	-6
COC(=O)c1ccc(Cl)c(NC(=O)CN2CCN(Cc3ccccc3)CC2)c1	-8	0	-1	3	-2	1.6	-7	0.9	-11
O=C(Cn1nc(-c2ccc(N3CCOCC3)c([N+](=O)[O-])c2)c2ccccc2c1=O)N1CCCCC1	-32	2	-3	-1	10	1.6	-5	1.1	-14
Cc1ccc(C)n1-c1sccc1C(=O)O	-4	1	-3	-18	-3	1.5	-12	1.3	-3
O=C(C1CCCCN1S(=O)(=O)c1ccccc1)N1CCN(Cc2ccccc2)CC1 (stereo unspecified)	-19	-2	1	2	-2	1.7	-51	1.2	-1
CC(C)C1N(c2ccccc2)C(N)=C(C#N)C1(C#N)C#N (stereo unspecified)	8	1	6	9	-6	0.9	-1	0.9	-9
O=C(NC1CC2CCCC(C1)N2C1CC1)NC12CC3CC(CC(C3)C1)C2 (stereo unspecified)	5	-4	-7	0	-10	·	5	1.1	-11
O=C(CCCN1C(=O)c2ccccc2C1=O)OC1CSCC1NC(=O)c1ccccc1 (stereo unspecified)	0	-2	2	6	-5	1.1	33	1.2	-8
O=C1C(=C(c2ccccc2)c2ccccc2)Nc2ccccc21	3	2	3	-11	-3	0.6	-13	·	-15
C=CCSc1nnc(NC(=O)CSc2ccccn2)s1	-12	-1	-2	3	-2	1	-22	1.2	-11
CC(=C1C(=O)c2ccccc2C1=O)N1CCC(C(N)=O)(N2CCCCC2)CC1	-18	1	-2	9	-6	1.1	-22	1	-18
